# Source: PubChem BioAssay
# PKA-R1A activ: activators of PKA-R1A holoenzyme, primary screen, biochemical, fluorescence polarization, Cy5-IP20, bovine R1A, mouse PKAc; cAMP-dependent protein kinase type I-alpha regulatory subunit (Bos taurus) + …; PKA-R1A dissociation; scaled: DMSO 0%, 113 µM cGMP 100%; activation, % at 11.4 µM; actives 0.083% (n = 340,000); AID 504707, 2011;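 active = percent activation above the mean of all tested compounds plus 3 SD, cut at about 19% in these data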;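 note: higher means more PKAc released from R1A so a rise in polarization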
# HTR5A ag: HTR5A agonists in luminescence cell assay, primary screen, counter-screen for OPRM1-OPRD1 heterodimer agonist project, full-deck HTS | 5-hydroxytryptamine receptor 5A (Homo sapiens), P47898 | cell-based | activation, % at 9.3 µM | actives 0.61% (n = 340,000) | AID 504692, 2011; in the data active = activation mostly above about 9.5%, no sharp cut-off; inactive = mostly below about 7.6%;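 note: 0% = cells with vehicle only and 100% = reference agonist; strong numbers were not always called active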
# Target sequence (P47898 whole entry, looked up): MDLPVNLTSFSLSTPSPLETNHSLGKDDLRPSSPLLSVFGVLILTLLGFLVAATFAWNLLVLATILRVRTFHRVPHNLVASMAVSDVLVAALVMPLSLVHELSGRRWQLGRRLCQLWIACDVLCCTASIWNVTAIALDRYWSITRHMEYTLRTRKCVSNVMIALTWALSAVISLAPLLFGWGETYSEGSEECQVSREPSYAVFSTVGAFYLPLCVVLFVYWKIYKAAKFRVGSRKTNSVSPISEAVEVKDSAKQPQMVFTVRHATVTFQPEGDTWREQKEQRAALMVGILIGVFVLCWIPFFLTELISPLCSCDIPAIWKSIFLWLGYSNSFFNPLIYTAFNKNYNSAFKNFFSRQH
# PKA-R2B act: activators of PKA-R2B holoenzyme, primary screen, biochemical, fluorescence polarization, Cy5-IP20, human; PKA-R2B holoenzyme dissociation; R2B truncated from residue 108, S112A mutant; 0% DMSO only, 100% 113 µM cGMP; AID 504700, 2011; activation, % at 11.4 µM; actives 0.079% (n = 340,000);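 active = activation above a cutoff set at the mean over all compounds plus 3 SD, cut at about 18% in these data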;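 note: higher means more holoenzyme dissociation and a rise in polarization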
# AddAB inh: growth inhibition of E. coli expressing H. pylori AddAB, primary screen, AddAB inhibitor project, absorbance | inhibition, % at 11.9 µM | actives 0.29% (n = 330,000) | AID 435030, 2010; in the data active = inhibition above about 12%;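 note: 0% = vehicle wells of infected cells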
# CDK5 inh: inhibitors of human CDK5/p35 kinase, primary screen, biochemical, single concentration | Cyclin-dependent kinase 5 (Homo sapiens) + Cyclin-dependent kinase 5 activator 1 (Homo … | Recombinant CDK5/p35, ADP-Glo luminescence, 60 min | inhibition, % at 10 µM | actives 0.01% (n = 330,000) | AID 488839, 2010;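 active = highest replicate inhibition of at least 50% and at least 75% of replicates reaching 50%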;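 note: plate controls were DMSO neutral control for no effect and GW8510 at 10 µM for full effect; many of its hits are not listed in these tables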
# Target sequence (Q00535 whole entry, looked up): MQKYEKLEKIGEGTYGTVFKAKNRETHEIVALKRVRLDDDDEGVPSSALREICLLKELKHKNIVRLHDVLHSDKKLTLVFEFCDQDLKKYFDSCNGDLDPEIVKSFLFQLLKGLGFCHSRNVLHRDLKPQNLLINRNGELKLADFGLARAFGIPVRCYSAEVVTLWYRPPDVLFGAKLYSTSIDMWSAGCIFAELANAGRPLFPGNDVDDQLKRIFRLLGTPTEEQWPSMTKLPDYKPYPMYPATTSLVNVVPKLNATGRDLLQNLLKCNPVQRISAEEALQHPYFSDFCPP
# Target sequence (Q15078 whole entry, looked up): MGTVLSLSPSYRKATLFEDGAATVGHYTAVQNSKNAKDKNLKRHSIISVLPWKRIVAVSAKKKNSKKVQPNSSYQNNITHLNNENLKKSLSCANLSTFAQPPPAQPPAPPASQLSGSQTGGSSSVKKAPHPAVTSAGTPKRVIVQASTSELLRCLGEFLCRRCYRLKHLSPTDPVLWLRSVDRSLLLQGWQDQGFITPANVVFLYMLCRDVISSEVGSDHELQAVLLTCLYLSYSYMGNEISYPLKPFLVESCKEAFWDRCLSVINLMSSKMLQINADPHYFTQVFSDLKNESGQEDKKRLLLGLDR
# Ecoli viability: E. coli V3065 growth inhibition, primary screen, counter-screen for AddAB inhibitor project, absorbance, OD600. 18 h. inhibition, % at 11.9 µM. actives 0.27% (n = 330,000). AID 449728, 2010;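 active = inhibition above the campaign's mean inhibition across all tested compounds plus 3 SD, cut at about 9.9% in these data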;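 note: uninfected addAB+ strain grown without phage in ampicillin broth; 0% = DMSO wells and 100% = ciprofloxacin 0.95 µg/ml wells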
# Tat transport: E. coli Tat export inhibitors, primary screen, MC4100, TorA-mCherry reporter, fluorescence, single point. actives 0.036% (n = 340,000). inhibition, % at 10 µM;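 active = mean replicate inhibition at least 50% and at least half of replicates individually reaching 50%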;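 note: exported cargo escapes ClpAP degradation while cytoplasmic cargo is degraded and loses fluorescence; 0% = median of neutral control wells and 100% = median of NaSCN control wells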
# phage Ecoli inh: growth loss of phage-infected E. coli, primary screen, RecBCD inhibitor project, absorbance, with phage, HTS | inhibition, % at 11.9 µM | actives 0.26% (n = 360,000); in the data active = inhibition above about 11%
# DAGLB inh: DAGLB lipase inhibitors, primary screen, biochemical, fluorescence, HTS | HEK293T DAGLB membrane lysate, EnzChek fluorogenic substrate | AID 504411, 2011 | actives 0.059% (n = 340,000) | inhibition, % at 5.17 µM; in the data active = inhibition above about 34%;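 note: 0% = enzyme with vehicle and 100% = wells lacking enzyme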
# HTR5A inv ctr: HTR5A inverse agonists in luminescence cell assay, primary screen, counter-screen for OPRM1-OPRD1 heterodimer inverse agonist project, full-deck HTS. 5-hydroxytryptamine receptor 5A (Homo sapiens), P47898. HTR5A cell line, inverse agonism. inhibition, % at 9.3 µM. actives 0.083% (n = 340,000). AID 504634, 2011; in the data active = inhibition mostly above about 23%, no sharp cut-off; inactive = mostly below about 18%;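 note: 0% = cells with DMSO and 100% = no-cell wells with DMSO; some compounds called inactive have numbers as strong as hits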
# Mot1-301 SUMO: yeast Mot1-301 growth rescue at high temperature, primary screen, SUMOylation pathway inhibitor project, S. cerevisiae, ATP luminescence, 38.5C; S. cerevisiae Mot1-301 growth rescue; percent above DMSO median, 100 means doubled; growth rescue, % at 18.8 µM; actives 1% (n = 320,000); AID 2716, 2010;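 active = every valid replicate shows activation above 250% relative to neutral control wells; inactive = the rest, any valid replicate at or below 250%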;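 note: OY570 slx delta 5 strain wells were the positive control but not used for scaling; some compounds called inactive have numbers as strong as hits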
# The depositor's hits bear a star; nt = no result given. An unsorted share of the library; overall some 2.3% were active at least once.
SMILES,PKA-R1A activ,HTR5A ag,PKA-R2B act,AddAB inh,CDK5 inh,Ecoli viability,Tat transport,phage Ecoli inh,DAGLB inh,HTR5A inv ctr,Mot1-301 SUMO
Cc1ccc(C(=O)NCCSCc2ccc(Cl)cc2Cl)cc1[N+](=O)[O-],-3.7,-4.8,-3.0,-1.8,-1.6,-1.6,4.8,3.7,-4.0,11.8,110.5
O=C(NCc1ccccn1)c1cccc(S(=O)(=O)Nc2ccc(F)cc2)c1,5.2,2.2,1.6,nt,1.9,nt,-8.2,4.0,-1.1,-6.0,nt
Cc1cc(C)c(OCC(=O)Nc2nc3ccccc3[nH]2)c(C)c1,1.0,0.1,8.6,-4.4,-2.0,-2.8,-4.9,-0.5,-0.5,-7.0,nt
O=C(O)C1=C[C@H](c2coc3ccccc3c2=O)C[C@H](OCc2ccc(CO)cc2)O1,0.7,-3.6,-0.1,1.3,-3.7,1.5,-2.2,1.1,0.7,9.2,2.7
Cc1cccc(OCC(=O)Nc2ccc3c4c(cccc24)CC3)c1C,-0.5,5.3,-0.7,4.3,0.7,1.1,-2.3,1.0,-10.0,23.0,14.5
NS(=O)(=O)c1ccc(CCNC(=O)CSCc2ccccc2)cc1,-3.8,-6.9,-0.5,-1.5,-0.4,-1.1,-5.1,1.4,-3.4,6.3,22.0
Cn1c(SCC(=O)Nc2ccc3nc(SCC(=O)NC4CC4)sc3c2)nnc1-c1ccccc1,4.2,4.5,1.0,2.4,-1.7,-0.8,-6.6,1.8,-0.7,4.9,146.8
COc1cc(CN2CCCC(C)C2)ccc1OCc1ccccc1 (stereo unspecified),-10.8,-5.7,3.4,3.2,0.4,1.7,3.9,2.3,-2.1,20.7,0.5
CC(c1ccccc1F)n1cc(C(=O)NCc2ccncc2)nn1 (stereo unspecified),2.3,0.7,-3.6,1.3,2.0,1.3,-1.4,0.3,-0.8,9.4,nt
CC1=NN(c2ccc(C(=O)O)c(N)c2)C(=O)C1,-13.7,-2.3,-1.8,-0.6,-1.0,-1.7,-14.8,2.8,-2.1,6.5,120.9
C[C@H]1CN(S(=O)C(C)(C)C)[C@@H](CCO)/C1=C\CCO (stereo partly specified),9.7,5.0,-2.8,nt,-1.4,nt,8.1,3.4,-1.8,-17.2,nt
Cc1cc(NC(=O)CCC(=O)N(Cc2ccccc2)C(C(=O)NC2CCCC2)c2ccc(C)o2)no1 (stereo unspecified),-9.3,2.9,-2.4,-0.1,-0.6,-2.5,4.7,1.3,1.0,11.2,-15.5
O=C(CSc1ccc2ccccc2n1)Nc1ccc(N2CCOCC2)cc1,-9.1,4.7,-6.6,4.7,-3.2,4.0,2.7,6.4,3.6,-13.4,2.2
Cc1ccc([N+](=O)[O-])cc1NC(=S)NC(=O)c1cccs1,-14.8,9.5,-7.5,2.7,-0.2,1.8,0.3,2.3,-1.4,6.7,-2.4
COc1ccc(N2C(=O)CC(Nc3ccc(N4CCOCC4)cc3)C2=O)c(OC)c1 (stereo unspecified),-10.1,4.1,-6.1,2.2,0.4,-1.2,2.6,1.6,4.7,-9.4,-5.7
COc1cc2c(cc1OC)C(c1ccc(C)o1)CC(=O)N2 (stereo unspecified),-8.0,-5.9,-4.0,-2.4,-0.4,-2.9,-5.7,2.2,0.7,-2.3,1.7
O=c1[nH]c(NC2CCCCC2)nnc1Cc1ccccc1,-13.6,6.8,-6.2,-2.3,1.1,-1.8,-19.3,-1.2,-3.5,-7.3,92.4
Cc1cc2c(c(=O)o1)C(c1cccs1)C(C#N)=C(N)O2 (stereo unspecified),-2.1,3.7,0.3,1.1,nt,0.5,-7.6,4.0,2.1,6.6,1.0
CC(C)CNC(=O)COC(=O)c1ccc(Cl)c(S(N)(=O)=O)c1,14.6,0.9,-2.0,-2.3,0.0,-2.6,1.3,1.1,1.5,-22.1,-7.1
O=C(Cc1ccc2c(c1)OCCO2)Nc1ccc(Cl)c(S(=O)(=O)N2CCOCC2)c1,-15.6,8.4,-4.8,-0.6,0.4,-0.3,-1.3,-1.5,-3.9,10.8,nt
Clc1ccccc1-c1nnc(-c2cccnc2)o1,-4.6,-1.2,5.3,-2.1,-0.7,0.5,-6.1,0.4,0.0,4.6,2.1
COc1ccc(C(=O)Nc2cccc(C(=O)N/N=C/c3ccc(OC)cc3OC)c2)cc1,0.6,6.5,-2.6,2.9,1.7,0.0,-2.8,2.6,-3.0,-24.5,-12.8
O=C(CSc1cccs1)Nc1cccc2ccccc12,-8.0,-3.3,1.9,-1.2,0.7,1.6,-1.9,3.4,-2.8,8.3,13.8
CCOC(=O)c1ccc(N/C=C/C(=O)c2ccco2)cc1,-4.1,5.3,-5.1,-0.6,-3.4,-1.2,-2.9,4.0,-1.9,-3.5,-7.7
O=C(CCC(=O)c1ccccc1)NCCOc1ccccc1,-2.8,-3.2,-5.2,0.3,0.8,-0.7,3.7,3.1,-1.9,-6.8,-7.0
O=C(Nc1cc(Cl)ccc1Cl)c1ccc(-c2ccccc2)cc1,-5.6,-1.1,-0.6,4.8,-0.2,0.4,-5.5,2.0,-3.8,-20.8,5.8
Cc1c(CCOC(=O)CC23CC4CC(CC(C4)C2)C3)sc[n+]1CC(=O)c1ccccc1,-3.1,6.5,-13.6,5.8,2.1,2.1,10.4,4.3,3.0,-18.0,-18.8
COc1cc(C(=O)Nc2ccc3c(c2)ncn3C(C)(C)C)cc(OC)c1OC,-13.9,1.1,-12.8,nt,1.1,nt,-2.2,1.3,-0.8,-3.7,-4.4
CCCCc1ccc(N2C(=O)[C@@H]3C(CC(N)=O)NC4(C(=O)Nc5ccc(F)cc54)[C@@H]3C2=O)cc1 (stereo partly specified),13.7,10.4,-4.5,-0.5,0.3,-0.2,2.0,0.9,2.6,-11.7,23.1
COc1cccc(NC(=O)CN(C)C(=O)c2cc3ccccc3cc2OC)c1,4.9,8.2,-8.7,0.4,-0.6,-0.5,-3.7,3.8,-2.2,-20.2,-0.2
NNC(=O)c1nn(-c2ccc(Cl)cc2)cc1O,3.9,-1.4,-0.6,7.1,-0.4,-0.3,4.5,7.4,2.2,3.9,-24.0
COc1ccc(NC(=O)Cn2c(C(C)C)nc(C)cc2=O)cc1Cl,-9.7,-0.3,-13.0,0.5,-1.8,1.1,-3.2,0.3,2.9,0.8,nt
CN1CCN(/C=N/C2=C(C#N)C(c3ccccc3)C3=C(CC(C)(C)CC3=O)O2)CC1 (stereo unspecified),-3.6,-0.2,3.3,6.1,-5.5,0.8,13.5,2.0,-1.7,0.5,-9.9
COc1ccc(C)cc1NC(=O)C1CCCN(S(=O)(=O)c2cccs2)C1 (stereo unspecified),-6.0,8.0,-3.2,-0.3,-0.4,-0.8,-13.0,4.3,-1.0,-22.5,-19.5
CC1(C)CC(=O)C2=C(C1)N(CCN1CCOCC1)C1=C(C(=O)CC(C)(C)C1)C2c1cccc(F)c1,6.6,-0.1,-1.8,-0.2,0.0,-0.8,-1.6,0.9,-2.0,14.0,300.8
Cc1ccc2c(C)c(C(=O)Nc3nnc(C)s3)oc2c1,2.1,7.0,-6.1,1.3,3.2,3.5,10.7,1.1,-1.3,-19.6,-8.1
Cc1cc(NC(=O)CSc2nnc(-c3ccncc3)n2Cc2ccccc2)n(-c2ccccc2)n1,-12.9,2.0,-4.7,2.1,0.8,0.2,2.6,0.8,-2.0,9.1,3.4
Cc1ccccc1NC(=O)C(C)OC(=O)CCC(=O)N(CC(C)C)c1c(N)n(CC(C)C)c(=O)[nH]c1=O (stereo unspecified),-8.5,1.4,-7.0,2.9,-1.4,-0.2,0.1,3.0,0.1,-3.8,-16.2
CCC(C)(C)NC(=O)C1CCC(CNS(=O)(=O)c2cccc3nsnc23)CC1 (stereo unspecified),-8.0,3.4,1.0,2.4,-0.2,-1.1,-1.8,nt,0.9,7.0,-4.5
COc1ccccc1-n1c(CNC(=O)c2ccc(S(=O)(=O)N3CCOCC3)cc2)n[nH]c1=S,-9.7,-11.1,-0.6,-0.9,1.0,0.1,-3.7,2.0,-2.3,25.9,12.4
CCc1ccc(OCC(=O)N(CC)CC)cc1,-5.3,2.3,-2.9,4.8,1.0,0.3,-6.8,1.1,-2.2,-6.1,208.0
CC(=O)Oc1ccc2c(=O)c(Oc3ccccc3)c(C)oc2c1OC(C)=O,0.1,1.5,-3.6,-2.4,-1.4,-4.3,1.0,-0.8,13.1,-28.4,15.5
COc1ccc(C(=O)OCC(=O)NC2CC2)cc1OC,-10.7,3.2,-6.0,0.4,1.8,1.4,23.3,0.0,-4.1,-9.0,-9.6
COc1ccc(C(CNC(=O)CSc2ccccc2F)N2CCOCC2)cc1 (stereo unspecified),14.8,-3.4,0.5,1.7,-0.4,0.9,-0.1,2.6,-3.3,8.8,0.5
O=C(CCCSc1nc2sc3c(c2c(=O)[nH]1)CCC3)NCCO,-8.9,-8.0,-1.4,0.8,-0.2,-2.8,-5.8,3.4,-0.9,19.1,-11.0
COc1ccc2cc3c(N)nn(C(=O)c4cccc([N+](=O)[O-])c4)c3nc2c1,4.5,4.0,1.1,0.8,-1.1,-0.8,3.2,1.0,-2.8,-10.7,-0.7
FC(F)Oc1ccc(NC(=S)NCc2ccco2)cc1Cl,-4.2,0.8,-12.7,1.4,1.6,3.3,-8.7,6.8,-0.4,-2.3,14.7
CCN(C(=O)COC(=O)c1ccc(OCc2c(C)noc2C)cc1)c1ccccc1,-15.8,-2.6,-6.6,1.1,-0.2,0.4,-1.2,1.3,4.6,12.8,-5.5
C1=C(c2ccccc2)CCN(c2ncnc3nc[nH]c23)C1,-0.1,6.8,-4.1,-0.7,-0.8,-2.0,2.4,0.1,-0.4,-19.9,-4.0
CCOc1ccc(OCCC(=O)OCC(=O)N(CC)c2c(N)n(Cc3ccccc3)c(=O)[nH]c2=O)cc1,-6.1,-2.7,-3.0,nt,1.3,nt,-7.5,1.3,-1.9,9.9,nt
O=C1C2C3C=CC(CC3)C2C(=O)N1/N=C/c1c(O)ccc2ccccc12 (stereo unspecified),-9.1,-2.4,-5.0,0.9,-0.9,0.3,-1.0,3.8,-3.1,24.2,nt

# Part of the list above, limited to Mot1-301 SUMO.
Molecule | Mot1-301 SUMO
O=C(CCCSc1nc2sc3c(c2c(=O)[nH]1)CCC3)NCCO | -11.0
COc1ccc2cc3c(N)nn(C(=O)c4cccc([N+](=O)[O-])c4)c3nc2c1 | -0.7
